M1 PAM parental: counter-screen for M1 PAMs: effect in parental CHO-K1 cells; ATP EC20, Fluo-8 calcium fluorescence; 0% at ATP EC20, 100% at ATP max; activation, % at 3 µM; actives 0.02% (n = 360,000); AID 602247;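 active = activation above the run cutoff, the mean activation of all test compounds plus 3 SD, cut at about 40% in these data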;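 note: peak over basal fluorescence ratio in a 140 s read after ATP addition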
CHO-K1 Ca antag: nonselective inhibitor or artifact in parental CHO-K1 cells; ATP-induced calcium, Fluo-8 fluorescence; inhibition, % at 3 µM; actives 0.6% (n = 360,000); AID 602250;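 active = inhibition above a per-plate cutoff, the plate's mean sample inhibition plus 3 SD, cut at about 24% in these data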;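 note: 0% = DMSO plus EC80 ATP and 100% = DMSO alone without ATP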
GPR7 antagonist: antagonists of human GPR7 (neuropeptides B/W receptor 1); actives 1.1% (n = 290,000); AID 1861; GPR7-expressing cells, fluorescence antagonist assay; inhibition, % at 4.4 µM; in the data active = inhibition above about 16%, passing the limit was not always enough;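 note: cells stimulated with the agonist NPW; 0% = agonist with vehicle and 100% = vehicle without agonist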
Target sequence (P48145 whole entry, looked up): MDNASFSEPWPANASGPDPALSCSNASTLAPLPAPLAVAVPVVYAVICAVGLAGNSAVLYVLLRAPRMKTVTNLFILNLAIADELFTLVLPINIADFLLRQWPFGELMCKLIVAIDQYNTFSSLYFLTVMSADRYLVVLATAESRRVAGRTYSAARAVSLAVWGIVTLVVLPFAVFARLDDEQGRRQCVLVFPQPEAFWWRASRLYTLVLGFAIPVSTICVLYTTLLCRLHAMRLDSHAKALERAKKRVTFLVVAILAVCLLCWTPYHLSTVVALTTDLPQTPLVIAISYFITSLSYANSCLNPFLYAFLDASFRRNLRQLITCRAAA
V1aR counter: activates human V1a receptor in oxytocin agonist counter-screen; CHO-V1R cells, Fluo-8 calcium fluorescence, agonist mode; 0% DMSO, 100% 3 nM vasopressin; activation, % at 3 µM; P37288; AID 2797; actives 0.25% (n = 320,000);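 active = activation above the mean activation of all tested compounds plus 3 SD, per screening run, cut at about 20% in these data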;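 note: signal is peak over basal fluorescence ratio across a 100 second FLIPR read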
Target sequence (P37288 whole entry, looked up): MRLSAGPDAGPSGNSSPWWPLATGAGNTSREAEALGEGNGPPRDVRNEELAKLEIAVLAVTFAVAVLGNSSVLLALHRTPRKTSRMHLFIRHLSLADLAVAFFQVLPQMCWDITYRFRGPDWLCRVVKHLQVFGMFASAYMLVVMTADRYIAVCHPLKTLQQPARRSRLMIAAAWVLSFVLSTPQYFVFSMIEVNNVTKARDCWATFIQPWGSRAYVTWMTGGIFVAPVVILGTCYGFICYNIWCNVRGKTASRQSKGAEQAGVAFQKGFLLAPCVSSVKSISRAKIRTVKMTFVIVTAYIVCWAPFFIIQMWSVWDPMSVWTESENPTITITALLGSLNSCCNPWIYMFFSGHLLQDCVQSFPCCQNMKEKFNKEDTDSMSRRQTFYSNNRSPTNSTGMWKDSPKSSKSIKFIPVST
OXTR potentiator: human OXTR potentiation | CHO-OTR cells, Fluo-8 calcium fluorescence, potentiator mode; 0% = oxytocin EC15, 100% = EC100 | activation, % at 3 µM | actives 0.061% (n = 320,000);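 active = activation above that plate's cutoff, the mean activation of tested compounds plus 3 SD, cut at about 6.6% in these data, passing the limit was not always enough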;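 note: 100% uses oxytocin at 75 nM as the full agonist control; some results filed as inactive read as strong as hits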
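Measured by – Fluo-8 calcium dye fluorescence · Test system – human OTR in CHO cells · Dosing – one concentration, 3.0 µM compound · Controls – EC15 oxytocin alone as 0%, 75 nM oxytocin as 100% · Evaluation – normalized max/min fluorescence ratio, % activation · Timing – 6 min pre-incubation, 100 s read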
OXTR ag: agonists of human oxytocin receptor; CHO-OTR cells, Fluo-8 calcium fluorescence; normalized: DMSO 0%, oxytocin 100%; activation, % at 3 µM; actives 0.32% (n = 320,000);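 active = activation above the mean of all tested compounds plus 3 SD, cutoff set per screening run, cut at about 20% in these data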;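 note: peak over basal fluorescence ratio from a 100 s FLIPR kinetic read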
TAAR1 antagonist: antagonists of human TAAR1; CHO RD-HGA16 TAAR1, Fluo-8 calcium fluorescence, antagonist; inhibition, % at 3 µM; actives 1.5% (n = 360,000); AID 624466;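 active = inhibition above a per-plate cutoff, the mean inhibition of test compounds on that plate plus 3 SD, cut at about 49% in these data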;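 note: 0% = DMSO plus EC80 beta-PEA response and 100% = DMSO alone without agonist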
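Material: RD-HGA16 CHO cells with stable hTAAR1 and Gα16; Dosing: single nominal final test compound concentration of 3 µM; Schedule: seeding 17-24 h prior, 75-min 37 °C, 30-min RT dye loading; Detection: kinetic Fluo-8 calcium fluorescence measurement; Measure: % inhibition from peak post-agonist over basal fluorescence ratio; Benchmarks: vehicle and agonist controls.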
M1 ag parental: nonselective activator or artifact in parental CHO-K1 cells; Fluo-8 calcium fluorescence; scaled to maximal ATP response, vehicle zero; activation, % at 3 µM; actives 0.48% (n = 360,000); AID 602248; in the data active = activation above about 15%;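 note: untransfected CHO-K1 host cells lacking M1 receptor as counterscreen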
CHO parental Ca: counter-screen for OX1R antagonists: effect in parental CHO cells. parental CHO-K1, ATP-induced calcium, Fluo-8 fluorescence. inhibition, % at 5.6 µM. actives 0.63% (n = 330,000). AID 463079;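 active = inhibition above that plate's mean sample inhibition plus 3 SD, cut at about 26% in these data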;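 note: 0% = ATP-challenged DMSO wells and 100% = DMSO wells without ATP; some compounds past the cut are filed as inactive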
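material = parental CHO cells | also added = ATP as calcium-mobilizing challenge | dosing = single point at 5.6 µM | detection = intracellular calcium via Fluo-8 no-wash fluorescent dye | read-out = % inhibition | benchmarks = low control ATP plus DMSO, high control DMSO only | repeats = one well per compound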
The depositor's hits bear a star; . = not tested or not shown; & = joins results of further samples.

1: COc1ccc(N(C(=O)Cn2nnc(-c3ccc(Cl)cc3)n2)C(C(=O)NCC2CCCO2)c2ccncc2)cc1 (stereo unspecified)
2: N#Cc1ccccc1COC(=O)c1cc(=O)c2ccccc2o1
3: COc1ccc(/C(O)=C2/C(=O)C(=O)N(CC3CCCO3)C2c2ccc(O)c(OC)c2)cc1 (stereo unspecified)
4: Clc1cccc(-c2nc(NCC3CCCO3)c3ccccc3n2)c1 (stereo unspecified)
5: O=C(NC1CCCCCC1)c1ccc2nc3cc(Cl)ccc3c(=O)n2c1
6: CC1Sc2ccc(C(=O)Nc3cc(S(C)(=O)=O)ccc3Cl)cc2NC1=O (stereo unspecified)
7: O=C(Nc1ccccc1)c1ccc2nc(-c3ccco3)c(-c3ccco3)nc2c1
8: N#C/C(=C\c1ccc(OC(=O)c2ccc(Cl)s2)cc1)c1nc2ccccc2[nH]1
9: COc1ccc(C(=O)N=c2sc3ccccc3n2C)cc1
10: COc1cc(N=c2ssnc2Cl)c(OC)cc1Cl
entry no.,1,2,3,4,5,6,7,8,9,10
M1 PAM parental,19,-12,16,23,11,-6,-2,21,0,-1&-7
CHO-K1 Ca antag,-9,-14,-3,-17,-21,-9,-5,-8,-2,-12&3
GPR7 antagonist,-6,-1,-5,-15,0,.,-1,-4,-3,3
V1aR counter,0.2,-0.5,0.8,-0.3,-0.5,0.3,-1.0,0.2,-0.1,5.2&2.6
OXTR potentiator,-1,-9,-3,-15,-18,0,-9,-4,-3,-2&-10
OXTR ag,-1.4,0.7,0.5,-1.8,-0.7,0.4,-1.0,-1.2,0.2,-0.4&4.2
TAAR1 antagonist,1,1,7,14,-11,26,0,-6,-33,29&22
M1 ag parental,-0.1,0.8,1.0,1.4,0.7,0.2,2.9,1.3,-0.2,1.0&1.6
CHO parental Ca,-11,-9,2,-29,-7,-13,-24,-8,-8,-4&-9

Structural class, those above containing a cyano group
2: N#Cc1ccccc1COC(=O)c1cc(=O)c2ccccc2o1
8: N#C/C(=C\c1ccc(OC(=O)c2ccc(Cl)s2)cc1)c1nc2ccccc2[nH]1
entry no.,2,8
M1 PAM parental,-12,21
CHO-K1 Ca antag,-14,-8
GPR7 antagonist,-1,-4
V1aR counter,-0.5,0.2
OXTR potentiator,-9,-4
OXTR ag,0.7,-1.2
TAAR1 antagonist,1,-6
M1 ag parental,0.8,1.3
CHO parental Ca,-9,-8

(next part)
11: CCC(Sc1nc(=O)cc(N)n1-c1ccccc1)C(=O)Nc1cc(C)on1 (stereo unspecified)
12: COc1cccc(OC)c1C(=O)OCC(=O)N(c1ccccc1)C1CCCCC1
13: CN(C(=O)COC(=O)c1ccc(Cl)c(S(=O)(=O)N2CCCCCC2)c1)C1CCS(=O)(=O)C1 (stereo unspecified)
14: Oc1ccc(C[C@H]2CN([C@@H](Cc3cccc(O)c3)CN3CCC[C@@H]3CN3C(=S)NC[C@@H]3Cc3ccccc3)C(=S)N2CC2CCCCC2)cc1
15: CC(OC(=O)C1CCN(S(=O)(=O)c2ccc(Cl)cc2)CC1)C(=O)N1CCc2ccccc21 (stereo unspecified)
16: Clc1cccc(CNc2ccn3nc(-c4cccc(Cl)c4)cc3n2)c1
17: CCn1c(SCC(=O)N2CCCC(C)C2)nc2c1c(=O)n(C)c(=O)n2C (stereo unspecified)
18: Nc1ccc(Cl)cc1/C(=N/O)c1ccccc1
19: O=C(COC(=O)c1ccc(CO)cc1)Nc1ccc2ccccc2c1
20: COc1ccccc1C(=O)C1CCCN(Cc2ccc3c(c2)OCCO3)C1 (stereo unspecified)
entry no.,11,12,13,14,15,16,17,18,19,20
M1 PAM parental,9,-18,-9,17,24,-2,-1,-4,9,-17
CHO-K1 Ca antag,-3,9,4,3,-12,4,-3,-10,-8,-2
GPR7 antagonist,-9,.,.,.,5,.,-3,-6,.,-14
V1aR counter,2.7,9.6,5.1,.,17,.,0.9,0.1,2.1,0.0
OXTR potentiator,-6,-7,5,.,-13,.,-4,-5,-8,0
OXTR ag,-1.4,3.9,3.0,.,2.5,.,1.2,2.1,2.9,-0.5
TAAR1 antagonist,-7,6,0,-15,21,3,-22,-5,5,0
M1 ag parental,0.3,0.6,0.7,0.7,0.8,0.2,4.0,0.9,4.6,0.7
CHO parental Ca,-16,-22,-9,.,0,.,-6,-8,-3,-24

21: COc1ccc(CNc2nnnn2C)cc1
22: CC(=O)c1ccc(OCCCC(=O)Nc2ccc3c(c2)OCCO3)cc1
23: C=CCNC(=O)c1sc(SC)cc1-c1ccc(Cl)cc1
24: O=C(O)CCC(=O)Nc1ccc(Cc2ccc(NC(=O)CCC(=O)O)cc2)cc1
25: O=C(COC(=O)c1cccc(OC(F)F)c1)Nc1cc(S(=O)(=O)N2CCCC2)ccc1Cl
26: Cc1ccc(NC(=O)c2ncn(CC(=O)N[C@H](CO)Cc3c[nH]c4ccccc34)n2)cc1C
27: Cc1ccc(CNC(=O)COC(=O)c2cnccn2)cc1
28: O=C(CCNS(=O)(=O)c1ccc(Cl)cc1)NCc1cccs1
29: CCC1(COC(NC(=O)c2cccnc2)(C(F)(F)F)C(F)(F)F)COC1
30: O=C(CNC(=O)c1ccc(Cl)cc1)c1ccc(Br)cc1
entry no.,21,22,23,24,25,26,27,28,29,30
M1 PAM parental,-12,18,20,17,8,14,-1,11,25,-8
CHO-K1 Ca antag,4,-8,-12,-4,-4,-12,-10,-5,-10,-16
GPR7 antagonist,-3,.,0,-1,.,.,-3,7,-7,4
V1aR counter,0.6,2.3,-1.3,0.3,.,.,-0.7,3.0,1.2,-1.0
OXTR potentiator,-6,-4,3,-14,.,.,0,-7,0,-2
OXTR ag,0.3,0.2,-2.0,-0.6,.,.,0.0,-0.6,0.0,-1.6
TAAR1 antagonist,-6,2,-16,-15,10,-9,.,9,8,0
M1 ag parental,0.4,0.2,1.5,0.4,2.3,0.5,0.1,0.3,0.8,1.4
CHO parental Ca,-16,-7,-5,-6,.,-11,-12,-14,-6,8

31: Cc1c(C(=O)NCc2ccco2)cccc1[N+](=O)[O-]
32: COc1ccc(C(=O)COC(=O)CCN2C(=O)C3CC=CCC3C2=O)c(OC)c1 (stereo unspecified)
33: O=C(CSc1nnc(NC(=O)C2CC(=O)N(c3ccccc3)C2)s1)NCC1CCCO1 (stereo unspecified)
34: O=C(CSc1nnc(NC(=O)C2CCC2)s1)NC1CC1
35: C/C=C/CSc1nc2c(c(=O)[nH]c(=O)n2C)n1C(C)C
36: CCCn1nc2cc(C(=O)NCC34CC5CC(CC(C5)C3)C4)ccc2c1OCC
37: CCOC(=O)c1cccc(NC(=O)c2cnc3ccccc3n2)c1
38: COc1ccc(CNC(=O)CN(C(=O)c2csnn2)c2ccccc2F)cc1
39: CCCC(=O)c1c[nH]c(C(=O)NCc2cccnc2)c1
40: CCCCN1C(=O)C(CC(=O)NCCCCc2ccccc2)CC(C(=O)N(C)C)=C1C (stereo unspecified)
entry no.,31,32,33,34,35,36,37,38,39,40
M1 PAM parental,0,9,-3,10,4,21,18,-22,8,6
CHO-K1 Ca antag,6,-11,-4,-7,-1,-22,-12,-9,-8,-5
GPR7 antagonist,-6,.,2,-6,0,16,-7,0,-4,.
V1aR counter,0.3,.,0.6,1.3,-1.1,-1.7,-1.3,1.3,1.8,.
OXTR potentiator,-7,.,-4,-10,-2,0,-11,-4,-2,.
OXTR ag,0.0,.,-0.3,0.5,-1.6,-2.3,-1.9,1.1,1.0,.
TAAR1 antagonist,-8,-24,-9,1,-3,-4,16,-23,16,-11
M1 ag parental,-0.3,2.7,0.9,0.4,-0.3,0.0,3.4,-0.1,0.2,0.0
CHO parental Ca,-9,.,-13,9,-9,-14,-25,-2,-1,.

41: Cc1ccnc2nc(C(=O)Nc3nccs3)nn12
42: CC1(C(=O)Nc2cccc3cccnc23)CCN1C(=O)CC1CC1 (stereo unspecified)
43: O=C(NCC(c1ccc(F)cc1)N1CCOCC1)c1ccc(Br)o1 (stereo unspecified)
44: C/C(=N\NC(=O)c1nn(C)cc1Br)c1ccc(NC(=O)c2ccncc2)cc1
45: Cc1ccc2c(c1C)NC(C)CC2C (stereo unspecified)
46: COc1ccc(/C=C(/NC(=O)c2ccco2)C(=O)Nc2cccc(C(=O)O)c2)cc1
47: CCCCN(C)C(=O)c1nc2ccccn2c1CN1CCN(C(=O)c2cccs2)CC1
48: COc1cccc(Oc2nccc(N(C)C)c2C#N)c1
49: COc1ccc(NC(=O)c2cc(CC(C)C)on2)cc1OC
50: CCc1nc2ccccc2c(=O)n1NC(=O)c1c(O)c2cccc3c2n(c1=O)CCC3
entry no.,41,42,43,44,45,46,47,48,49,50
M1 PAM parental,22,8,12,22,12,-11,13,0,20,19
CHO-K1 Ca antag,-7,-5,-14,-5,-13,-8,-3,15,-2,-5
GPR7 antagonist,-4,.,4,-8,-1,-5,-11,-9,-3,-5
V1aR counter,0.9,.,0.3,0.0,-0.2,0.5,0.7,1.0,-0.7,0.8
OXTR potentiator,-14,.,-6,1,-7,-3,1,-3,3,-5
OXTR ag,-0.7,.,-0.4,1.1,-0.4,0.1,-0.2,0.8,-2.0,-0.9
TAAR1 antagonist,5,-8,-10,11,-1,-4,5,18,-28,-31
M1 ag parental,0.4,0.2,0.0,1.0,0.3,1.1,0.9,-0.1,1.1,0.7
CHO parental Ca,9,.,-11,-6,-11,18,-24,-21,-4,-16

Some of these compounds in order of their number in GPR7 antagonist, lowest first.
no.	SMILES	GPR7 antagonist
37	CCOC(=O)c1cccc(NC(=O)c2cnc3ccccc3n2)c1	-7
49	COc1ccc(NC(=O)c2cc(CC(C)C)on2)cc1OC	-3
5	O=C(NC1CCCCCC1)c1ccc2nc3cc(Cl)ccc3c(=O)n2c1	0
